aSyn rescue: qHTS of alpha-syn Inhibitors; Yeast expressing alpha-synuclein, growth rescue, BacTiter-Glo, 24 h; Potency, µM (highest dose often 46.1 µM), for inactives: at the top dose growth rescue (activation), most hits filed as activators; 370,000 compounds, 0.14% hits; AID 652106, 2013; note: potency is the fitted concentration of half-maximal effect; % of control where 0% means no effect; nearly all actives have a fitted effect of over 65% in size
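Galactose-induced alpha-syn yeast (OD600=0.02, raffinose-pregrown) + pinned cpd, 24 hr, 30 deg C; growth by BacTiter-Glo luminescence. Growth restoration scores as activation.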
EPAC2 antag: qHTS for Antagonist of cAMP-regulated guanine nucleotide exchange factor 2 (EPAC2): primary screen | AID 720708, 2013 | Rap guanine nucleotide exchange factor 4 (Homo sapiens), Q8WZA2 | 360,000 compounds, 0.18% hits | EPAC2 GEF exchange of Rap1B-BODIPY-GDP, fluorescence | Potency, µM (highest dose often 114 µM), inactives show at the top dose activity, negative = inhibition, hits mostly inhibitors; note: potency is the fitted concentration of half-maximal effect; % is set by controls: 0 for no effect and ±100 for the full control effect; nearly all actives have a fitted effect of over 45% in size; many of its hits are not listed in these tables
D3 antag: qHTS of D3 Dopamine Receptor Antagonist: qHTS | D3R cells, DiscoveRx beta-arrestin luminescence, antagonist mode; active compounds read low | AID 652054, 2013 | max response, negative = inhibition, % | 360,000 compounds, 2.5% hits; in the data active = max response below about -50%; inconclusive = no clear call, values can overlap the other calls; note: % is set by controls: 0 for no effect and ±100 for the full control effect; mostly tested at two doses, the higher about 12 µM
Target sequence (P35462 whole entry, looked up): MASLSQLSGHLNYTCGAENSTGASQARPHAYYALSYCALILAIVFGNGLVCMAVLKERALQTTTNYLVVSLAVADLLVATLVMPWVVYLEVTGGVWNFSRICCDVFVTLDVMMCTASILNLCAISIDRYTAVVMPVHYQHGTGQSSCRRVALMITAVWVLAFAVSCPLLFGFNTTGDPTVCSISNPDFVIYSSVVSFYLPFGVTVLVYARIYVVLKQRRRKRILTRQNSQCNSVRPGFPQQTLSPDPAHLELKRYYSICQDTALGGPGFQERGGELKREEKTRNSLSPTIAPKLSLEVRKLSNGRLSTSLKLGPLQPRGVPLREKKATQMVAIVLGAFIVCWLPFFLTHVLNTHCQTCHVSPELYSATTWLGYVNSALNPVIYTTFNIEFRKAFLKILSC
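Cells plated overnight at 1500 cells/well, then exposed to library compounds with dopamine controls for 90 minutes at 37 degrees C. DiscoveRx reagent added for 30–60 minutes at room temperature; luminescence read, quantitative HTS format.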
Abeta rescue: qHTS for compounds that reverse cellular toxicity of Amyloid beta (A-beta) peptide in yeast: Primary Screen; yeast expressing A-beta42, growth rescue, OD600, 48 h; response scale: 0% DMSO, 100% iron-clioquinol control; Potency, µM (highest dose often 46.1 µM), inactives show at the highest dose growth rescue, usual class: activators; 410,000 compounds, 0.063% hits; note: potency is the fitted concentration of half-maximal effect; nearly all actives have a fitted effect of over 55% in size
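Yeast A-beta toxicity model in growth medium with pinned compounds, 48 h at 30 C; growth read as absorbance at 600 nm. Normalized to FeCl3/clioquinol equimolar mix (positive) and DMSO (negative).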
FUS yeast rescue: qHTS for Suppressors of FUS Proteinopathy: Primary screen using FUS-linked yeast assay | S. cerevisiae FUS-expressing, growth rescue, OD600, 24 h | Potency, µM (highest dose often 76.6 µM), for the others: at the top dose growth rescue (activation), usual class: activators | 390,000 compounds, 0.24% hits;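 note: potency is the fitted concentration of half-maximal effect; plate controls were DMSO vehicle for no effect and reference control for full effect; nearly all actives have a fitted effect of over 55% in size; some results filed as inactive show a strong effect at the top dose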
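FUS-expressing yeast, raffinose-pregrown, induced in 2% galactose minimal medium at OD 0.005; compounds in a dilution series, 24hr at 30C. Growth restoration read as absorbance at 600 nm. CP55940 positive control, DMSO negative.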
DRD3 agonist: qHTS of D3 Dopamine Receptor Agonist: qHTS | D(3) dopamine receptor (Homo sapiens), P35462 | D3R DiscoveRx beta-arrestin cells, luminescence, 90 min | max activation, % | 410,000 compounds, 0.58% hits; in the data active = max activation above about 30%; note: 0% is about no effect; mostly tested at two doses, the higher about 12 µM
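Cells at 1500/well, incubated overnight, then treated with pinned compounds (dopamine as control) for 90 min at 37 degrees C. DiscoveRx reagent added for 30 - 60 minutes at room temperature; luminescence read.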
TDP43 rescue: qHTS of TDP-43 Inhibitors; TDP-43 expressing yeast growth rescue, BacTiter-Glo, 24 h; Potency, µM (top dose mostly 46.1 µM), for the others: at the highest dose growth rescue (activation), usual class: activators; 410,000 compounds, 1.8% hits; AID 652104, 2013; note: potency is the fitted concentration of half-maximal effect; % of control where 0% means no effect; nearly all actives have a fitted effect of over 50% in size
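In this qHTS, compounds that restore growth of yeast expressing TDP-43 appear as activators. Cells (OD600=0.02, galactose medium, raffinose-pregrown) are incubated with compound 24 hr at 30 deg C and growth is quantified by BacTiter-Glo.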
EPAC2 agonist: qHTS for Agonist of cAMP-regulated guanine nucleotide exchange factor 4 (EPAC2): primary screen; Rap guanine nucleotide exchange factor 4 (Homo sapiens), Q8WZA2; EPAC2 activation, biochemical qHTS; response scale: 100% = 6.5 mM cAMP response; AID 720711, 2013; Potency, µM (doses to about 154 µM), without a hit: at the highest dose activation, usual class: activators; 360,000 compounds, 0.079% hits; note: potency is the fitted concentration of half-maximal effect; nearly all actives have a fitted effect of over 50% in size
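Compounds were titrated in qHTS against a Rap1B-BODIPY-GDP (250 nM) complex with EPAC2 (100 nM) and GDP (50 uM). BODIPY-GDP release tracked at 480/540 nm over 30 min at room temperature, normalized to 6.5 mM cAMP.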
* = called active by the depositor; [ ] = another dose, or the depositor's remark. Unless noted, calls come from the whole dose curve; as a rule, active = well fitted curve in the direction sought with a large enough effect; inconclusive = small, poorly fitted or top-dose-only effect, or another doubt; inactive = no such curve, though single readings can be large; an effect the other way counts as inactive or inconclusive. Only part of the results is shown, so the mix of outcomes need not match the whole.

Results for Cc1cc(N)n2nc(C(F)(F)F)nc2n1 ?
aSyn rescue: -11%; EPAC2 antag: -2%; D3 antag: 15; Abeta rescue: 9%; FUS yeast rescue: -10%; DRD3 agonist: -1; TDP43 rescue: -10%; EPAC2 agonist: 4%

How did Cc1ccccc1N=Cc1c(O)n(-c2nccs2)c(=O)c2ccccc12 do in these assays?
aSyn rescue: 7%; EPAC2 antag: -3%; D3 antag: 8; Abeta rescue: -3%; FUS yeast rescue: 38%; DRD3 agonist: 2; TDP43 rescue: 26%; EPAC2 agonist: -3%

How did O=S(=O)(Nc1ccc(S(=O)(=O)N2CCCC2)cc1)c1ccc(F)cc1 do in these assays?
aSyn rescue: 3%; EPAC2 antag: 4%; D3 antag: 8; Abeta rescue: 5%; FUS yeast rescue: 10%; DRD3 agonist: -24; TDP43 rescue: 3%; EPAC2 agonist: 4%

Results for CCOC(=O)C(Cc1ccccc1)c1ccnc2nc(N)nn12 (stereo unspecified) ?
aSyn rescue: -7%; EPAC2 antag: -12%; D3 antag: 2; Abeta rescue: -5%; FUS yeast rescue: -6%; DRD3 agonist: 1; TDP43 rescue: -4%; EPAC2 agonist: -2%

Results for CC1CCN(C(=S)Nc2ccc3nc4n(c(=O)c3c2)CCCCC4)CC1 ?
aSyn rescue: 1%; EPAC2 antag: 23%; D3 antag: -22; Abeta rescue: -20%; DRD3 agonist: 3; TDP43 rescue: 0%; EPAC2 agonist: 5%

How did CC1(C(=O)NS(=O)(=O)c2ccccc2Cl)CCN1C(=O)Cc1cc(F)ccc1F (stereo unspecified) do in these assays?
aSyn rescue: 4%; EPAC2 antag: 8%; D3 antag: 3; Abeta rescue: 2%; FUS yeast rescue: -17%; DRD3 agonist: 11; TDP43 rescue: 20%; EPAC2 agonist: -5%

How did CCOC(=O)c1c(C)[nH]c(C)c1S(=O)(=O)NCC(=O)N1CCN(c2cc(Cl)ccc2C)CC1 do in these assays?
Abeta rescue: -1%; FUS yeast rescue: inconclusive; DRD3 agonist: -11; TDP43 rescue: -5%

Results for COc1cccc(CC2(CO)CCCN(CC3=Cc4cc(OC)ccc4OC3)C2)c1 (stereo unspecified) ?
aSyn rescue: -1%; EPAC2 antag: -3%; D3 antag: -7; Abeta rescue: -9%; FUS yeast rescue: 8%; DRD3 agonist: -10; TDP43 rescue: -14%; EPAC2 agonist: 4%

How did Cc1cc(C)cc(Cn2cc(CN3CC(N4CCSCC4)CS3(=O)=O)nn2)c1 (stereo unspecified) do in these assays?
aSyn rescue: 2%; EPAC2 antag: 11%; D3 antag: -54*; Abeta rescue: -15%; FUS yeast rescue: 17%; DRD3 agonist: -1; TDP43 rescue: 1%; EPAC2 agonist: 2%

Results for CCc1ccc2c(c1)C1(SC(NC(C)=O)=NN1C(C)=O)C(=O)N2C(C)C (stereo unspecified) ?
aSyn rescue: 0%; EPAC2 antag: -1%; D3 antag: -17; Abeta rescue: 15%; FUS yeast rescue: 1%; DRD3 agonist: 3; TDP43 rescue: -13%; EPAC2 agonist: 4%

How did CC(=O)c1cccc(CN2CCN(C3CCCC3)C(CCO)C2)c1 (stereo unspecified) do in these assays?
aSyn rescue: 2%; EPAC2 antag: 15%; D3 antag: -20; Abeta rescue: 4%; FUS yeast rescue: -14%; DRD3 agonist: -18; TDP43 rescue: 6%; EPAC2 agonist: 3%

What do the screens show for `Cc1cc(C)c(NC(=O)COc2cccnc2[N+](=O)[O-])c(C)c1`?
aSyn rescue: -2%[1.84 µM]; EPAC2 antag: -22%; D3 antag: 6; Abeta rescue: 1%; FUS yeast rescue: 26%; DRD3 agonist: -5; TDP43 rescue: 12%; EPAC2 agonist: 4%

What do the screens show for `COc1ccc(C(=O)Nc2ccnc(-c3cccnc3)n2)cc1`?
aSyn rescue: 0%; EPAC2 antag: 9%; D3 antag: 5; Abeta rescue: -4%; FUS yeast rescue: -14%; DRD3 agonist: 2; TDP43 rescue: 8%; EPAC2 agonist: 7%

What do the screens show for `O=C(NC1CCSC1)c1cccc(Cl)c1` (stereo unspecified)?
aSyn rescue: -2%; EPAC2 antag: -13%; D3 antag: 9; Abeta rescue: 1%; FUS yeast rescue: 16%; DRD3 agonist: -9; TDP43 rescue: inconclusive; EPAC2 agonist: 13%

How did C=CCNC(=O)C1(c2ccccc2)CC1(Cl)Cl (stereo unspecified) do in these assays?
aSyn rescue: 2%; EPAC2 antag: 7%; D3 antag: 4; Abeta rescue: -6%; FUS yeast rescue: 7%; DRD3 agonist: 5; TDP43 rescue: 16%; EPAC2 agonist: -9%

Results for O=C(NNC1CC(=O)N(c2ccc(Br)cc2)C1=O)c1cccnc1 (stereo unspecified) ?
aSyn rescue: -2%; EPAC2 antag: 6%; D3 antag: 23; Abeta rescue: -8%; FUS yeast rescue: 25%; DRD3 agonist: 3; TDP43 rescue: -1%; EPAC2 agonist: 7%

Results for Cc1cccc(C(=O)Nc2ccnc(-c3ccncc3)n2)c1 ?
aSyn rescue: 6%; EPAC2 antag: 0%; D3 antag: 24; Abeta rescue: -16%; FUS yeast rescue: -2%; DRD3 agonist: 1; TDP43 rescue: 12%; EPAC2 agonist: 3%

Results for CC(C)(C)NC(=O)C(c1ccccn1)N(C(=O)C1CSC(=O)C1)c1ccccc1F (stereo unspecified) ?
aSyn rescue: -3%; EPAC2 antag: 2%; D3 antag: inconclusive; Abeta rescue: 12%; FUS yeast rescue: -3%; DRD3 agonist: 6; TDP43 rescue: 12%; EPAC2 agonist: 6%

How did O=C(COC(=O)c1cc(Cl)ccc1O)NNC(=O)c1ccc([N+](=O)[O-])cc1 do in these assays?
aSyn rescue: -3%; EPAC2 antag: 26%; D3 antag: 0; Abeta rescue: -9%; FUS yeast rescue: 6%; DRD3 agonist: -8; TDP43 rescue: -17%; EPAC2 agonist: 3%

Results for CC(=C\C(=O)O)/C(=C/c1ccc(C)o1)C(=O)O ?
aSyn rescue: 9%; EPAC2 antag: 3%; D3 antag: 14; Abeta rescue: -12%; FUS yeast rescue: 19%; DRD3 agonist: 5; TDP43 rescue: -4%; EPAC2 agonist: 9%

How did CC(c1nnc(SCC(=O)Nc2sccc2C#N)n1-c1ccc(Cl)cc1)N(C)C (stereo unspecified) do in these assays?
aSyn rescue: 3%; EPAC2 antag: -3%; D3 antag: 18; Abeta rescue: -12%; FUS yeast rescue: 11%; DRD3 agonist: -3; TDP43 rescue: -10%; EPAC2 agonist: 14%

How did COc1cccc(CNC(=O)Cc2ccc(NC(=O)N3CCSc4ncccc43)cc2)c1OC do in these assays?
Abeta rescue: -6%; FUS yeast rescue: -3%; DRD3 agonist: 7; TDP43 rescue: 2%

What do the screens show for `CCCN(CCC)C(=O)Nc1cc(Cl)ccc1OC`?
aSyn rescue: 5%; EPAC2 antag: -3%; D3 antag: -6; Abeta rescue: -7%; FUS yeast rescue: 5%; DRD3 agonist: -8; TDP43 rescue: 13%; EPAC2 agonist: 2%

Results for CCc1nc2c(OCc3ccc(F)cc3)cccn2c1N(C)C(=O)c1ccncc1 ?
aSyn rescue: 1%; EPAC2 antag: 11%; D3 antag: 11; Abeta rescue: 11%; FUS yeast rescue: -12%; DRD3 agonist: 7; TDP43 rescue: 0%; EPAC2 agonist: 2%

What do the screens show for `CCOC(=O)C1=C(C)NC(SCC(=O)O)=C(C#N)C1c1ccco1` (stereo unspecified)?
aSyn rescue: -11%; EPAC2 antag: -6%; D3 antag: inconclusive; Abeta rescue: 11%; FUS yeast rescue: 9%; DRD3 agonist: 5; TDP43 rescue: 18%; EPAC2 agonist: 4%

How did Cc1cc(C(=O)NC2CC(C)(C)Cc3c2cnn3-c2ccccc2C)c(C)o1 (stereo unspecified) do in these assays?
aSyn rescue: -8%; EPAC2 antag: -9%; D3 antag: 0; Abeta rescue: 15%; FUS yeast rescue: 23%; DRD3 agonist: 1; TDP43 rescue: 18%; EPAC2 agonist: -4%

Results for CC(C)N1CCc2c(sc(NC(=O)c3ccc(C(=O)c4ccccc4)cc3)c2C(N)=O)C1 ?
aSyn rescue: -3%; EPAC2 antag: -10%; D3 antag: -22; Abeta rescue: 0%; FUS yeast rescue: 22%; DRD3 agonist: -5; TDP43 rescue: -1%; EPAC2 agonist: inconclusive

What do the screens show for `O=C(O)CCCNC(=O)CCCn1nnc2ccccc2c1=O`?
aSyn rescue: 2%; EPAC2 antag: -6%; D3 antag: 5; Abeta rescue: -3%; FUS yeast rescue: -3%; DRD3 agonist: -6; TDP43 rescue: -20%; EPAC2 agonist: -3%

Results for COc1ccc(NC(=O)C2=C(C)NC(=O)NC2c2cccc(OC)c2OC)c(OC)c1 (stereo unspecified) ?
aSyn rescue: 5%; EPAC2 antag: -4%; D3 antag: 59; Abeta rescue: 25%; FUS yeast rescue: 6%; DRD3 agonist: 5; TDP43 rescue: 11%; EPAC2 agonist: 2%

How did COCCCNC(CC(=O)Nc1ccc(OC)cc1OC)C(=O)O (stereo unspecified) do in these assays?
aSyn rescue: 4%; EPAC2 antag: 2%; D3 antag: 8; Abeta rescue: 26%; FUS yeast rescue: 1%; DRD3 agonist: 0; TDP43 rescue: 0%; EPAC2 agonist: 2%

Retrieved by compound from the entries so far, 2 records:
Results for COc1ccc(NC(=O)C2=C(C)NC(=O)NC2c2cccc(OC)c2OC)c(OC)c1 (stereo unspecified) ?
aSyn rescue: 5%; EPAC2 antag: -4%; D3 antag: 59; Abeta rescue: 25%; FUS yeast rescue: 6%; DRD3 agonist: 5; TDP43 rescue: 11%; EPAC2 agonist: 2%

How did COCCCNC(CC(=O)Nc1ccc(OC)cc1OC)C(=O)O (stereo unspecified) do in these assays?
aSyn rescue: 4%; EPAC2 antag: 2%; D3 antag: 8; Abeta rescue: 26%; FUS yeast rescue: 1%; DRD3 agonist: 0; TDP43 rescue: 0%; EPAC2 agonist: 2%

Compound activity as filed in PubChem.
